GCN5L2 inh – qHTS Assay for Inhibitors of GCN5L2; Histone acetyltransferase KAT2A (Homo sapiens), Q92830; GCN5L2 HAT assay, ThioGlo1 CoA-SH fluorescence; Potency, µM (highest dose often 58.9 µM), for the others: top-dose activity change, negative = inhibition, actives largely listed as inhibitors; 0.21% of 390,000 active
Target sequence (Q92830 whole entry, looked up): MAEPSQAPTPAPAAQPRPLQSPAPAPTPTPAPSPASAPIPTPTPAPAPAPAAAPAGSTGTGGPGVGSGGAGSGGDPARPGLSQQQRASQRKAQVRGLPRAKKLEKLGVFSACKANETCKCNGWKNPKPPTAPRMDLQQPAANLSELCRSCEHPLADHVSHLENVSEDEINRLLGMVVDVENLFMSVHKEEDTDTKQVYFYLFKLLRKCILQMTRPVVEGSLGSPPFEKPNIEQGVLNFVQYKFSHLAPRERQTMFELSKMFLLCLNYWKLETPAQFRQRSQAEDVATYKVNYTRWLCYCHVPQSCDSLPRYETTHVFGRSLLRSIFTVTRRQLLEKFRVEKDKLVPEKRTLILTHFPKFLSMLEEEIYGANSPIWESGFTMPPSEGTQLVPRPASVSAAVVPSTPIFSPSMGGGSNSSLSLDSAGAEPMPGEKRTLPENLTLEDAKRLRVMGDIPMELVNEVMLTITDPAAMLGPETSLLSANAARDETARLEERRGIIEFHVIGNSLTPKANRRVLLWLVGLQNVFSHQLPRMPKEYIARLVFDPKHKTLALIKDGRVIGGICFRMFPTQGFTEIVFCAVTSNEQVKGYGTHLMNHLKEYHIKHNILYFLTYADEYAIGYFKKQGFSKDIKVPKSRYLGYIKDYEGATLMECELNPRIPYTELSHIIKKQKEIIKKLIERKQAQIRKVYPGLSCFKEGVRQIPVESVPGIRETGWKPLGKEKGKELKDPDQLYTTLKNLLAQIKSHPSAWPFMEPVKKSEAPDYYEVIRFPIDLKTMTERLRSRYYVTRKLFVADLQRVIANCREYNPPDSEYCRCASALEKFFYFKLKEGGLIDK
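Enzyme at 20nM final was mixed with library compounds for 15 min at room temperature. Peptide H3(1-25) at 75uM, acetyl-CoA at 70uM and ThioGlo1 at 50uM were then added. Plates were read immediately and after 20 min (Ex340nm/Em540nm).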
TDP1 cell noCPT – qHTS for Inhibitors of human tyrosyl-DNA phosphodiesterase 1 (TDP1): qHTS in cells in absence of CPT | Potency, µM (titrated, usually from 46.2 µM), for inactives: at the highest dose activity change, negative = growth inhibition, hits mostly inhibitors | DT40 Tdp1-/- hTDP1 cells, no CPT, ATP luminescence, 48 h | 15% of 420,000 active | AID 686978, 2013; further: nearly all actives have a fitted effect of over 55% in size
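Camptothecin absent (DMSO only). Human TDP1-complemented DT40 knockout cells, 400 cells/well, 37 °C for minimum 48 hr; ATP measured via CellTiter-Glo, 30 min dark incubation, luminescence.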
DT40 TDP1 CPT – qHTS for Inhibitors of human tyrosyl-DNA phosphodiesterase 1 (TDP1): qHTS in cells in presence of CPT; Potency, µM (highest dose often 46.2 µM), for the others: at the top dose activity change, negative = growth inhibition, actives largely listed as inhibitors; chicken DT40 Tdp1-/-;hTDP1 cells + 20 nM CPT, ATP luminescence, 48 h; 12% of 420,000 active; further: nearly all actives have a fitted effect of over 55% in size
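Chicken DT40 Tdp1-/- cells complemented with human TDP1, 400 cells/well, exposed to compounds plus 20 nM camptothecin for at least 48 h at 37 C; viability read as ATP content by CellTiter-Glo luminescence.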
* marks the source's active call; other numbers are inactive results; ? = inconclusive; / = no result given; & = joins results of further samples; [ ] = another dose, or the depositor's remark. The call rests on the fitted dose curve; in most records, active means well fitted curve in the direction sought with a large enough effect; inconclusive means small, poorly fitted or top-dose-only effect, or another doubt; inactive means no such curve, though single readings can be large; an effect the other way counts as inactive or inconclusive. On the % scale 0 is the no-effect control and ±100 the full control effect; potency means the concentration at half of the fitted maximal effect.

Fields: GCN5L2 inh | TDP1 cell noCPT | DT40 TDP1 CPT
> CC(=O)N1CCc2cc(S(=O)(=O)C(C)CC(=O)Nc3ccc(OC(F)(F)F)cc3)ccc21 (stereo unspecified)
→ -6.6% | ? | 20.6µM*
> CCN1CCN(c2nc(-c3ccc(F)cc3)cc(=O)[nH]2)CC1
→ -1.1% | 3.2% | 16.8%
> Cc1coc2c(C)c3oc(=O)c4c(c3cc12)CCCC4
→ -6.9% | -14.3% | -6.7%
> Cc1oc(-c2ccccc2F)nc1CS(=O)(=O)CC(=O)N1CCN(c2ccc(Cl)cc2)CC1
→ -9.5% | 20.6µM* | 25.9µM*
> O=c1c2ccccc2nnn1CSc1nnc(-c2ccco2)o1
→ -0.2% | -3.2% | 1.6%
> C/C(=N\NC(=O)COc1ccccc1-c1ccccc1)c1cccnc1
→ -8.5% | 20.6µM* | ?
> O=Cc1ccc(O)cc1
→ / | -2.3% | 0.9%
> O=[N+]([O-])c1ccc(-c2csc(N3CCc4ccccc4C3)n2)cc1
→ -5.9% | -1.3% | -11.9%
> C[C@H](Cc1ccccc1)Nc1ncnc2c1ncn2[C@@H]1O[C@H](CO)[C@@H](O)[C@H]1O
→ -2.9%&-6.0%&-0.9% | -29.5%&-6.8% | ?
> COc1ccc(C(=O)Nc2ccc(-c3cc4ccccc4oc3=O)c(C)c2)cc1OC
→ -8.2% | 16.4µM* | 18.4µM*
> O=C(Cc1ccccc1)N/N=C/c1ccc([N+](=O)[O-])s1
→ -3.9% | 23.1µM* | 20.6µM*
> COc1ccc(C(=O)C=Cc2ccc3c(c2)OCO3)cc1OC
→ / | ? | -21.2%
> Cc1cc(C)cc(N(CC(=O)NCCc2ccc(Cl)cc2)S(=O)(=O)c2c(C)noc2C)c1
→ -5.6% | 0.5% | -3.0%
> O=C(Cc1cc(=O)[nH][nH]1)N/N=C/C(Cl)=C/c1ccccc1
→ -4.7%&-4.7% | 5.2%&-17.0% | -7.6%&-15.4%
> COc1cccc(-c2cccc(NC(=O)C3CCN(CC4CCOC4)CC3)c2)c1 (stereo unspecified)
→ -3.0% | 16.1% | 13.3%
> Cc1ccc(N2CCn3c2nc2c3c(=O)n(CCc3ccccc3)c(=O)n2C)cc1C
→ -19.7% | -26.9% | -9.3%
> Cc1ccc(SCC(=O)c2c(C)nc3ccccn23)cc1
→ -4.2% | 10.3µM* | 20.6µM*
> COc1ccc(-c2nc3ccccc3n2Cc2ccc(Cl)cc2)cc1
→ -2.2% | 20.6µM* | 20.6µM*
> CC/C(=N\n1nnnc1Nc1ccccc1)c1ccccc1
→ -7.0% | -14.9% | -3.7%
> Cn1nnc(-c2ccc(OCc3ccccc3F)cc2)n1
→ -8.5% | ? | ?
> Nc1c2nc(-c3ccccc3)[nH]c(=O)c2nc(=O)n1-c1ccccc1
→ -9.4% | ? | ?
> COc1ccccc1C(=O)NNC(=S)Nc1ccccc1
→ 14.2% | ? | -0.9%
> CC(CCc1ccccc1)NC(=O)CN1CCN(c2ccc(O)cc2)CC1 (stereo unspecified)
→ -9.6% | ? | ?
> O=C(Cc1c(F)cccc1Cl)Nc1ccc(S(=O)(=O)N2CCOCC2)cc1
→ -3.7% | 2.1% | 11.0%
> Cc1cc(NC(=O)NC2(C(F)(F)F)Oc3ccc(Cl)cc3O2)no1 (stereo unspecified)
→ -2.8% | 18.4µM* | 18.4µM*
> Cc1ccc(C(=O)CSc2nc(-c3ccccc3)nc3c2CCCC3)cc1C
→ -2.1% | -3.9% | 2.4%
> N/C(=N\OC(=O)c1cccc2ccccc12)c1cccnc1
→ -2.9% | 5.1% | -24.8%
> CCOC(=O)N1CCN(C(=O)c2ccc([N+](=O)[O-])cc2Cl)CC1
→ -13.5% | ? | ?
> O=C(Nc1cnc2ccccn2c1=O)c1ccc(Cl)cc1
→ -4.8% | -14.5% | -13.6%
> NC(Cc1c[nH]c2ccccc12)C(=O)NCc1ccco1 (stereo unspecified)
→ -1.3% | -2.3% | -21.5%

Arranged by length of the SMILES (rising): part of the list above
Fields: GCN5L2 inh | TDP1 cell noCPT | DT40 TDP1 CPT
> NC(Cc1c[nH]c2ccccc12)C(=O)NCc1ccco1 (stereo unspecified)
→ -1.3% | -2.3% | -21.5%
> Nc1c2nc(-c3ccccc3)[nH]c(=O)c2nc(=O)n1-c1ccccc1
→ -9.4% | ? | ?
> CCOC(=O)N1CCN(C(=O)c2ccc([N+](=O)[O-])cc2Cl)CC1
→ -13.5% | ? | ?

Remaining list, next part
Fields: GCN5L2 inh | TDP1 cell noCPT | DT40 TDP1 CPT
> COc1ccccc1/C=C/C(=O)OCC(=O)NCc1ccco1
→ -1.2% | ? | 18.4µM*
> CC(C)n1nc(C(=O)OCC(=O)N(C)C2CCS(=O)(=O)C2)c2ccccc2c1=O (stereo unspecified)
→ -3.1% | -15.2% | -2.0%
> c1ccc(Oc2ccccn2)cc1
→ / | -7.6% | -14.5%
> CC1C=CCC2C(=O)N(c3cc(Cl)ccc3O)C(=O)C12 (stereo unspecified)
→ -15.1% | 10.0% | -18.2%
> COC(CN(C)S(=O)(=O)c1cc2c3c(c1)CCC(=O)N3CCC2)OC
→ -4.1% | 6.3% | -5.9%
> CC1Oc2ccccc2N(CC(=O)N2CCCCCC2)C1=O (stereo unspecified)
→ 2.7% | -8.4% | -29.4%
> O=C(CSc1nc(-c2cccc(F)c2)[nH]c1-c1ccccc1)Nc1ccc2c(c1)OCO2
→ -9.7% | 10.3µM* | 10.3µM*
> COc1ccccc1/C=N/OC(=O)c1ccc(C)cc1
→ -7.4% | -15.7% | -4.6%
> Cc1cc(-c2ccc(C)c(S(=O)(=O)NCC3CCN(Cc4cccc(F)c4)CC3)c2)on1
→ -7.1% | ? | ?
> CCOc1ccc(NC(=O)CSc2nnc(Cn3cnc([N+](=O)[O-])n3)n2C)cc1
→ -6.7% | -17.2% | 6.3%

Two entries drawn at random from the list so far, as already listed:
Fields: GCN5L2 inh | TDP1 cell noCPT | DT40 TDP1 CPT
> CC1C=CCC2C(=O)N(c3cc(Cl)ccc3O)C(=O)C12 (stereo unspecified)
→ -15.1% | 10.0% | -18.2%
> COc1ccccc1/C=C/C(=O)OCC(=O)NCc1ccco1
→ -1.2% | ? | 18.4µM*

Continuation.
Fields: GCN5L2 inh | TDP1 cell noCPT | DT40 TDP1 CPT
> CCOc1ccc2nc(S(=O)(=O)NC(=O)C3(C)CCN3C(=O)CCc3cccs3)sc2c1 (stereo unspecified)
→ / | -2.2% | 7.3%
> CC(C)(C)C(=O)OCc1cn(-c2ccc(Cl)cc2)nn1
→ -14.8% | -9.8% | 8.0%
> CCC(C)(C)NC(=O)c1cccc(NC(=O)C(C)C)c1
→ 3.6% | ? | -18.1%
> Cc1ccccc1-c1cc2nc(NCCc3ccncc3)n(C)c(=O)c2s1
→ / | 14.6µM* | 16.4µM*
> CCn1nnnc1SCC(=O)Nc1nc(-c2cccs2)cs1
→ -2.7% | -18.0% | -4.0%
> O=C(CN1CCN(c2ccccc2)CC1)c1c[nH]c2ccccc12
→ -2.3% | ? | -22.9%
> O=C(NCc1cccs1)c1cc(S(=O)(=O)N2CCCCC2)ccc1Cl
→ -8.3% | -8.5% | ?
> CN=C(C)C1=C(O)C(C(=O)OC)C(C)(C)CC1=O (stereo unspecified)
→ -3.1% | -9.6% | -18.4%
> O=C(CCNS(=O)(=O)c1ccc(Cl)cc1)NCCc1ccccc1
→ / | ? | -28.4%
> CCCC(=NCC(=O)O)C1=C(O)C(C(=O)OC)C(C)(C)CC1=O (stereo unspecified)
→ -4.2% | 3.4% | 2.8%

Remaining list, next part.
SMILES,GCN5L2 inh,TDP1 cell noCPT,DT40 TDP1 CPT
COc1ccc(NC(=O)c2cc3c(=O)n(C)c4cc(Cl)ccc4c3s2)cc1Cl,2.1%,?,?
Cc1ccc(/C=N/NC(=O)c2cc(-c3ccncc3)nc3ccccc23)o1,0.5%,2.59µM*,2.91µM*
O=C(NCc1ccccc1)C1CCN(S(=O)(=O)c2ccc(N3CCCC3=O)cc2)CC1,-2.3%,20.6µM*,-19.9%
COc1ccc(C(=O)OCC(=O)NC2CCCC2)c(OC)c1OC,-9.5%,-6.6%,1.5%
COc1ccc(C(=O)NCc2ccc3c(c2)CCO3)cc1,15.8%,-12.8%,-2.8%
CCOC(=O)N1CCN(C(=O)CN2C(=O)COc3ccc(C)cc32)CC1,-2.9%,-7.8%,-3.6%
Cc1cc(C)cc(OCC(=O)Nc2nc(-c3ccc(F)cc3)ns2)c1,-1.4%,?,-26.5%
Cc1ccc(C)c(NC(=S)N2CCCCC2CO)c1 (stereo unspecified),3.7%,14.9%,-26.3%
CC(C)c1ccc(C2=CC(c3cccc(Cl)c3)n3ncnc3N2)cc1 (stereo unspecified),-6.9%,23.1µM*,?
CCN(CC)C(=O)c1nc[nH]c1C(=O)N1CCN(c2ccccc2)CC1,1.7%,?,?
N#Cc1cccc(Cn2nnc(-c3ccccc3)n2)c1,-11.0%,-10.5%,1.0%
COc1ccc(C(=O)Nc2nnc(CCc3ccccc3)s2)c(OC)c1,0.3%,-21.7%,?
Cc1cc(=O)c(C(=O)O)cn1Nc1ccc(F)cc1,2.4%,-6.7%,-8.8%
Cc1onc(-c2c(Cl)cccc2Cl)c1C(=O)Nn1cnnc1,-12.2%,?,-17.3%
O=C1c2ccccc2CCc2ccccc21,/,-0.8%,-0.7%
CO/N=C/C(C#N)=C/c1cc(C(=O)c2ccc(F)cc2)cn1C,-2.0%,-23.8%,-10.9%
CCc1nc2ccccc2n2c(-c3ccccc3)c3c(=O)n(C)c(=O)n(C)c3c12,-0.3%,20.6µM*,14.6µM*
COc1ccc(CN2CCN(C(=O)c3ccco3)CC2)cc1,-0.8%,-18.6%,-8.8%
CCCCN(CC)S(=O)(=O)c1ccc(C(=O)N=c2sc3cc(NC(C)=O)ccc3n2C)cc1,-9.5%,16.4µM*,8.2µM*
Cc1ccc([N+](=O)[O-])cc1NC(=O)CN(c1ccccc1)S(=O)(=O)N(C)C,-6.9%,-27.4%,0.8%
CC1(C)OC(=O)C(=CNCCc2ccc(O)cc2)C(=O)O1,1.4%,-18.1%,-13.8%
O=C1NCCO1,-1.1%,0.6%,1.1%
Cc1ccc(NC(=O)/C=C/C(=O)O)c([N+](=O)[O-])c1,18.5%,0.3%,-9.5%
CCOC(=O)c1c(C)c(C(=O)NCc2ccco2)c(C)n1C,-13.0%,-4.4%,-1.9%
CCc1ccc(NC(=O)Cn2nc(C(F)(F)F)c3c2CCC3)cc1,33.7%[activator],?,?
COc1ccccc1CNC(=O)C1CCN(S(=O)(=O)Cc2ccccc2)CC1,-1.8%,-0.1%,-12.2%
CN(C(=O)CCn1c(=S)oc2ccccc21)c1ccc(F)cc1,-4.2%,?,1.6%
O=C(Cc1cccs1)N/N=C/C=C/c1ccccc1,16.0%,-8.9%,-4.9%
COc1ccc(CNc2ncnc3ccc(-c4ccc5c(c4)OCO5)cc23)c(OC)c1,-15.4%,-15.0%,?
Cc1ccc(O)c(Nc2c3ccccc3nc3ccccc23)c1,-3.0%,?,16.4µM*
COc1cccc(N2CCN(C3CC(=O)N(c4ccc(C)c(Cl)c4)C3=O)CC2)c1 (stereo unspecified),-2.5%,-15.3%,3.8%
C=CCn1c(C)c(/C=C/c2cc[n+](C)cc2)c2ccccc21,-11.6%,1.46µM*,3.66µM*
Cc1ccc(N(C(=O)Cn2nnc3ccccc32)C(C(=O)NCc2ccccc2)c2ccccn2)cc1 (stereo unspecified),7.4%,?,-24.1%
CC(NC(=O)CC(c1ccccc1)c1cc(Cl)ccc1O)c1ccccc1 (stereo unspecified),-4.4%,20.6µM*,14.6µM*
CN1c2ccccc2C(=O)/C(=C\Nc2ccc(F)cc2F)S1(=O)=O,1.6%,-16.2%,-24.3%
Cc1ccc2c(c1)c(=O)c1ccccc1n2CCCC(=O)Nc1ccc(F)cc1F,-7.9%,?,-28.1%
Cc1ccc(C2CC(=O)Nc3sc(C(N)=O)c(N)c32)cc1 (stereo unspecified),/,2.1%,-0.2%
O=C1CCN(Cc2ccc(O)cc2)CCN1[C@H](CO)Cc1ccccc1,0.9%,8.3%&-21.6%,?
COc1cc(/C=C/c2ccc3cccc(OC)c3n2)c(O)c([N+](=O)[O-])c1,-2.0%,-14.5%,-24.4%
O=C1N(c2ccc(Cl)c(Cl)c2)CN(Cc2ccccc2)CN1n1cnnc1,-3.8%,?,?
Cc1ccc(S(=O)(=O)N(C)c2ccccc2C(=O)Nc2ccc(F)cc2F)cc1,-1.0%,?,?
COc1cccc(C(=O)N2CCC[C@H]2C(=O)N2CCC[C@H]2C(=O)NCc2ccccn2)c1,/,4.4%,6.2%

High-throughput results deposited in PubChem by National Center for Advancing Translational Sciences (NCATS).

This is a subset; the hit share may differ from the screen's.
